Screening data as filed in PubChem.
rTrxR1 inhibitor – blocks rat thioredoxin reductase 1. O89049. hit rate 1% among 390,000. recombinant rTrxR1, NADPH fluorescence consumption, selenite substrate. AID 588453. Potency, µM (top dose mostly 114 µM), for inactives: top-dose activity change, negative = inhibition, hits mostly inhibitors; further: potency means the concentration at half of the fitted maximal effect; on the % scale 0 is the no-effect control and ±100 the full control effect; nearly all actives have a fitted effect of over 65% in size
Target sequence (O89049 whole entry, looked up): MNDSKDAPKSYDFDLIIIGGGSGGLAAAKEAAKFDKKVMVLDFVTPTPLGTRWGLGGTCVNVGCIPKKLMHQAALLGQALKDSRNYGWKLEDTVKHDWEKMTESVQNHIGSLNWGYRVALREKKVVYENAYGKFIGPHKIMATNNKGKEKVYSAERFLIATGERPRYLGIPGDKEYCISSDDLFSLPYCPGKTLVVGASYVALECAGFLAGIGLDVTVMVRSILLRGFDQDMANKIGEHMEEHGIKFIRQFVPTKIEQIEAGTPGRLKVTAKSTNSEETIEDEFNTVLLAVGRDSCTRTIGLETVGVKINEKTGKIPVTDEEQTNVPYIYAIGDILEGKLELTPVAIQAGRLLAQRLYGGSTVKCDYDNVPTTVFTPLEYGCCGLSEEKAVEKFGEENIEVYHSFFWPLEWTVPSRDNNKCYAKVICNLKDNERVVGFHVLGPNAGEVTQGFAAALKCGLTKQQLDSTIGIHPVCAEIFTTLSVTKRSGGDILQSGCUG
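Rat TrxR1 (90 nM in the dispensed reagent) was pre-reduced with 400 uM NADPH for 5 min at room temperature, then incubated with compound for 15 min. After 400 uM selenite was added, NADPH fluorescence (Ex 340/Em 450 nm) was followed for 8 min.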
PI4K2A block – inhibitors of human PI4K2A | AID 1346378 | activity change, negative = inhibition, % at 76.9 µM | purified PI4K2A, ADP-Glo luminescence, 1 h; stronger effect = lower value | hit rate 0.13% among 420,000 | Q9BTU6; in the data active means activity change below about -50%; inconclusive means mostly about -30% to -49%;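 further: -100% = wells without enzyme as full effect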
Target sequence (Q9BTU6 whole entry, looked up): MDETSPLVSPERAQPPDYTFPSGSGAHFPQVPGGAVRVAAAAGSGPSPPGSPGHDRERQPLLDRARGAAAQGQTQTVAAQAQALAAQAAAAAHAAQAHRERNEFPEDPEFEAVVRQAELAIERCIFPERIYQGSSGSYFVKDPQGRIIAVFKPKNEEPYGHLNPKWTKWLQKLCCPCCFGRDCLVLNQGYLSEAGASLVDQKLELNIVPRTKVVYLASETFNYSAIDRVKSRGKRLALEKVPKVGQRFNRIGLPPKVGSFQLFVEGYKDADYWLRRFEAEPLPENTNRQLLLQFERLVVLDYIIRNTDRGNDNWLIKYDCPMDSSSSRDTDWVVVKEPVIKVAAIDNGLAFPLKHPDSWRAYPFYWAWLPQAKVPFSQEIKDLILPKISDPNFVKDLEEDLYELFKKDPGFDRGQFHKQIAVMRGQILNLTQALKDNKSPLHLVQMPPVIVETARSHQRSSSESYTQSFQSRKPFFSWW
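PI4K2A activity was measured by ADP-Glo luminescence: enzyme (4 ug/mL stock) and phosphatidylinositol (1.2 mM stock) in Tris pH 7.5/MgCl2/EGTA/Triton X-100 buffer were reacted with ATP (300 microM stock) for one hour at ambient temperature.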
D2 antag – antagonists of human D2 dopamine receptor. P14416. HEK293 TREx D2 cells, calcium flux, dopamine EC80. inhibition, % at 10 µM. hit rate 2% among 340,000; in the data active means inhibition above about 30%; further: 0% is about no effect
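Overnight-induced (tetracycline, 30 C) HEK293 T-REx cells carrying force-coupled D2 receive a no-wash calcium dye, then compound, then EC80 dopamine at 180 s; signals are read kinetically throughout.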
D2 ag – D2 dopamine receptor (human) agonism; P14416; HEK293 T-REx D2 cells, calcium flux agonist mode; activation, % at 2 µM; hit rate 0.53% among 340,000;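 active means activation over 3 SD above normal in the single-dose calcium agonist read, cut at about 30% in these data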; further: 0% is about no effect
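HEK293 Trex D2 cells, tetracycline-induced, o/n 30 C 5% CO2; no-wash Ca dye, RT 30–90 min; 10-cycle baseline, 23 nl cpd added, kinetic Ca read 180 s; agonist hits = positive Ca response.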
TRHR agonist – TRH receptor (human) agonism. TRHR cells, calcium flux fluo-8, FDSS agonist mode. activation, % at 2 µM. hit rate 0.18% among 360,000; in the data active means activation above about 30%; further: 0% is about no effect
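Agonist-mode FDSS calcium read (Ex 480/Em 530, 1 s cycles) in 1536-well TRHR cells with fluo-8 dye, after 10-cycle baseline and 23 nL compound addition; TRH at EC20 (10 nM final) added afterwards for the enhancer phase.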
TRHR enhancer – allosterically enhances the human TRH receptor. P34981. TRHR cells, fluo-8 calcium fluorescence, EC20 TRH enhancement. hit rate 0.66% among 360,000. enhancement, % at 2 µM; in the data active means enhancement above about 30%; further: 0% is about no effect
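Enhancer read-out: after compound pinning and an initial kinetic agonist-mode read, an EC20 of TRH (10 nM final) was injected and fluo-8 calcium signal (Ex 480/Em 530) followed at 1 s/cycle for 100 cycles in TRHR-expressing cells.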
USP1-UAF1 inh – inhibitors of human USP1/UAF1 deubiquitinase. O94782. recombinant USP1/UAF1, Ub-Rhodamine cleavage fluorescence. Potency, µM (titrated, usually from 57.1 µM), without a hit: at the top dose activity change, negative = inhibition, actives largely listed as inhibitors. hit rate 0.23% among 390,000; further: potency means the concentration at half of the fitted maximal effect; on the % scale 0 is the no-effect control and ±100 the full control effect; nearly all actives have a fitted effect of over 60% in size; inactives centre near -12
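High-throughput fluorogenic screen: 1nM USP1/UAF1 complex, Ub-Rho substrate 150nM final, 50mM HEPES pH 7.8 with 0.5mM EDTA, 0.1 mg/ml BSA, 1mM TCEP and 0.01% Tween-20.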
TrxR1 substrate – is turned over as a substrate by rat TrxR1; O89049; purified TrxR1 substrate turnover, NADPH consumption readout; Potency, µM (highest dose often 114 µM), inactives show top-dose activity change, negative = substrate turnover; hit rate 0.01% among 390,000; AID 588456; further: potency means the concentration at half of the fitted maximal effect; on the % scale 0 is the no-effect control and ±100 the full control effect; nearly all actives have a fitted effect of over 50% in size
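Rat TrxR1, dispensed at 90 nM, was prereduced with 400 uM NADPH (final) for 5 min at ~22 deg C, then incubated with compound 15 min before 400 uM selenite. A first-read NADPH fluorescence drop versus no-compound background flagged substrates.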
IDH1 R132H inh – human IDH1 R132H inhibition; O75874; IDH1-R132H enzyme, NADPH consumption, diaphorase/resazurin fluorescence; Potency, µM (series often up to 76.6 µM), for inactives: top-dose activity change, negative = inhibition, most hits filed as inhibitors; hit rate 0.093% among 390,000; further: potency means the concentration at half of the fitted maximal effect; on the % scale 0 is the no-effect control and ±100 the full control effect; nearly all actives have a fitted effect of over 65% in size
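IDH1-R132H (0.5 ug/mL dispensed) in pH 7.5 Tris buffer was preincubated 30 min with compound, then given a substrate mix of 0.016 mM NADPH and 2 mM alpha-KG for 80 min at room temperature; remaining NADPH was read by diaphorase/resazurin fluorescence.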
The depositor's hits bear a star; ? = inconclusive; · = no result given; [ ] = dose if it differs, or a comment. Unless noted, the call rests on the fitted dose curve; in most records, active means well fitted inhibition curve with a large enough effect; inconclusive means small, poorly fitted or top-dose-only effect; inactive means no such curve, though single readings can be large or run the other way.

SMILES | rTrxR1 inhibitor | PI4K2A block | D2 antag | D2 ag | TRHR agonist | TRHR enhancer | USP1-UAF1 inh | TrxR1 substrate | IDH1 R132H inh
Cc1nn(CCC#N)c2nc(C(F)(F)F)[nH]c(=O)c12 | -10% | -2 | 15 | 0.5 | -0.6 | -4 | -10% | -8% | 1%
Cc1ccc(Cl)cc1N1CCN(C(=O)c2cnc(N3CCOCC3)c3ccccc23)CC1 | 9%[57.1 µM] | -1 | · | -0.4 | 0.3 | 4 | ? | -3%[57.1 µM] | -11%
Cc1cc(C)c2oc(C(=O)N3CCN(Cc4ccccc4)CC3)cc(=O)c2c1 | -21% | -6 | 1 | 0.1 | -0.6 | -6 | -24% | 4% | -1%
O=C(Cc1ccccc1[N+](=O)[O-])N1CCN(c2ccccc2F)CC1 | 7% | 3 | 6 | 1.8 | 0.1 | 1 | -13% | 1% | 1%
Cc1ccc(C(=O)Nc2ncc(Cc3ccccc3)s2)o1 | 1% | 3 | -24 | -0.4 | 0.1 | 0 | -10% | -4% | 9%
O=S(=O)(NN1CCOCC1)c1ccc(Cl)s1 | 2%[57.1 µM] | 2 | 21 | 1.1 | 1.0 | 2 | -9% | 2%[57.1 µM] | -9%
CC(C)(C)C(=O)C(Cc1ccccc1)n1cncn1 (centres undefined) | 8% | 2 | -6 | -2.3 | -0.6 | 1 | -6% | 6% | 10%
CN(NC(N)=O)c1ncc(C(F)(F)F)cc1Cl | -5% | 3 | -29 | -1.6 | -0.2 | 6 | -8% | -7% | 0%
CCCn1cnc2c(SCc3ccccc3)nc(N)nc21 | -1% | 8 | · | · | · | · | ? | -4% | -5%
Cc1cccc2nc(-c3ccco3)c(Nc3ccccc3)n12 | 26% | -9 | 4 | 1.0 | 0.2 | 17 | -13% | 111%[activator] | 2%
O=C(Nc1ccc(S(=O)(=O)N2CCCC2)cc1)c1ccc(Br)o1 | 4% | 2 | -8 | 0.4 | 0.0 | 1 | -1% | -4% | -4%
O=C(OCCN1CCOCC1)c1ccccc1 | 15%[57.1 µM] | -8 | -10 | -0.1 | 0.1 | -8 | -2% | 7%[57.1 µM] | 4%
Cc1ccc(NC(=O)CCC2CC(C)(C)OC2=O)cc1 (centres undefined) | 3% | -1 | 7 | 0.6 | 0.0 | -1 | -15% | 0% | 4%
COC(=O)CCCCC(=O)C1C(=O)CC(C)(C)C(C(=O)OC)C1=O (centres undefined) | 5%[57.1 µM] | -1 | 1 | 0.2 | 0.3 | -7 | -14% | -6%[57.1 µM] | 8%
COc1ccccc1C1C(C(=O)c2ccc(C)o2)=C(O)C(=O)N1c1cc(C)on1 (centres undefined) | -17% | 2 | · | · | -0.6 | 5 | -24% | -2% | -4%
Cc1ccc(C(=O)Nc2nnc(S(=O)(=O)N(C)Cc3ccc(Cl)cc3)s2)cc1 | 34% | 1 | · | -0.9 | -0.5 | -2 | -12% | 2% | 13%
O=C(O)C1=CC(=C(c2ccc(O)c(C(=O)O)c2)c2ccc(O)c(C(=O)O)c2)C=CC1=O | ? | -86* | 17 | 2.4 | -0.6 | 0 | · | 30%[57.1 µM] | ·
CC(=O)c1ccc(Nc2nc(NCCO)nc(OC(C(F)(F)F)C(F)(F)F)n2)cc1 | 16% | 0 | · | · | 0.4 | 2 | -27% | -2% | 0%
Cc1ccc(S(=O)(=O)CCC(=O)Nc2cccc(Cl)c2)cc1 | 7% | 4 | · | · | -0.5 | 3 | -24% | 8% | 0%
CCC(C)(NC(=O)Cc1c[nH]c2ccccc12)C(=O)NC1CCCCC1 (centres undefined) | 6% | 3 | -4 | 2.6 | 0.0 | 4 | -14% | 0% | 9%
Cn1c(=O)n(C)c2cc(NS(=O)(=O)c3ccc4c(c3)CCCC4)ccc21 | 4% | 2 | -8 | 3.8 | -0.4 | 1 | -1% | -2% | 7%
Cc1ccccc1CN1CCN(C(C)C(=O)NCc2ccccc2)CC1 (centres undefined) | 13% | 5 | 9 | -1.2 | -0.4 | -6 | -8% | 3% | -9%
CC(OC(=O)c1cc2ccccc2cc1O)C(=O)Nc1ccc(S(N)(=O)=O)cc1 (centres undefined) | 4% | 1 | -2 | -1.7 | -0.3 | -3 | -14% | -6% | -5%
Cn1cccc1/C=N\NC(=O)C1COc2ccc(C(C)(C)C)cc2O1 (centres undefined) | 23% | -1 | -12 | 0.2 | 1.2 | -11 | ? | 2% | -12%
CCCNC(=O)C12CCC(C)(c3nc4cc(C)c(C)cc4nc31)C2(C)C (centres undefined) | 16%[57.1 µM] | -7 | 24 | 1.3 | -0.7 | 6 | -17% | -6%[57.1 µM] | 3%
COc1ccc(/C=N/NC(=O)c2ccccc2Cl)cc1CSc1nc2ccccc2s1 | 30% | 0 | -14 | 0.3 | 0.7 | -7 | -16% | 3% | 8%
O=c1cc(CSc2n[nH]c(=O)n2C2CC2)c2ccc(O)cc2o1 | 6% | -2 | -4 | -2.0 | 0.4 | 25 | -29% | 8% | 2%
O=C(CCC1N=C2c3ccccc3N=C(SCc3cccc(F)c3)N2C1=O)NCc1ccc(F)cc1 (centres undefined) | 14%[57.1 µM] | 0 | · | · | 0.1 | -3 | 0% | 1%[57.1 µM] | 10%
Cc1ccc(-c2ccc(=O)n(CC(=O)NCCC(C)C)n2)cc1 | 15% | 3 | -17 | -0.3 | -1.1 | -10 | -7% | 13% | 0%
Cc1nn(CC(=O)NCCN2CCOCC2)c(C)c1[N+](=O)[O-] | -6% | -3 | -5 | -0.7 | 0.2 | 3 | -10% | 0% | 4%

Some of these compounds in order of molecular weight, low to high.
SMILES | rTrxR1 inhibitor | PI4K2A block | D2 antag | D2 ag | TRHR agonist | TRHR enhancer | USP1-UAF1 inh | TrxR1 substrate | IDH1 R132H inh
Cc1ccc(S(=O)(=O)CCC(=O)Nc2cccc(Cl)c2)cc1 | 7% | 4 | · | · | -0.5 | 3 | -24% | 8% | 0%
Cn1cccc1/C=N\NC(=O)C1COc2ccc(C(C)(C)C)cc2O1 (centres undefined) | 23% | -1 | -12 | 0.2 | 1.2 | -11 | ? | 2% | -12%
O=C(CCC1N=C2c3ccccc3N=C(SCc3cccc(F)c3)N2C1=O)NCc1ccc(F)cc1 (centres undefined) | 14%[57.1 µM] | 0 | · | · | 0.1 | -3 | 0% | 1%[57.1 µM] | 10%

More records.
SMILES | rTrxR1 inhibitor | PI4K2A block | D2 antag | D2 ag | TRHR agonist | TRHR enhancer | USP1-UAF1 inh | TrxR1 substrate | IDH1 R132H inh
COc1cc(C(=O)NCC(c2ccco2)N2CCCC2)ccc1OCc1c(C)noc1C (centres undefined) | 13% | 0 | 15 | 0.5 | 0.7 | 6 | -17% | 4% | 0%
O=C(/C=C/c1cccc([N+](=O)[O-])c1)N1CCN(c2ccccc2F)CC1 | 0% | -1 | -31 | -0.2 | -0.4 | 4 | -21% | -6% | 4%
CCC(C(=O)OCC(=O)N1CCN(S(=O)(=O)c2ccc(C)cc2C)CC1)c1ccccc1 (centres undefined) | 1% | 4 | 18 | 0.6 | 0.7 | -5 | -19% | -4% | 7%
COc1cc(OC)c(NC(=O)N2CCc3cc(OC)c(OC)cc3C2CC(=O)O)cc1Cl (centres undefined) | 9%[57.1 µM] | 2 | · | 1.6 | 0.4 | -1 | 1% | 0%[57.1 µM] | -14%
Cc1cc(NC(=O)c2ccccc2)nc(C)n1 | 22% | 2 | -10 | 0.3 | 1.0 | 1 | -19% | 2% | -6%
CCN1CCN(c2ccc(NC(=O)c3cccc(N4CCCC4=O)c3)cc2)CC1 | 8% | -2 | 15 | 0.4 | -0.1 | 8 | -16% | -4% | -8%
Cc1ccccc1-n1c(SCC(N)=O)nc2sc(-c3ccccc3)cc2c1=O | 3% | 0 | -5 | -0.7 | -0.4 | 29 | -17% | -3% | 7%
CN(Cc1ccccc1)C(=O)Cn1nc(C(F)(F)F)c2c1CCC2 | 6% | -10 | · | · | -0.3 | 1 | -22% | -1% | 3%
C=C1C2C[C@H](O)C(C)(C)[C@@]2(O)[C@H](O)C[C@]23C[C@@](C)(O)[C@H](CC[C@H]12)[C@H]3O (some centres undefined) | 12% | 4 | -20 | -0.2 | 0.4 | -1 | -13% | 3% | 8%
Oc1ccccc1/C=N/n1c(-c2ccccc2)n[nH]c1=S | -25%[57.1 µM] | 6 | 19 | -1.4 | -0.8 | 3 | -18% | -4% | 2%
O=C(Nc1ccccc1)C1=C[C@@H](C2CCCCC2)C[C@@H](OCc2ccc(CO)cc2)O1 | 10% | 1 | · | · | -0.6 | -1 | -27% | -6% | 0%
Cc1nc(N2CCCCCC2)c2ccccc2n1 | 17% | -1 | 2 | 0.6 | 1.1 | -1 | -6% | -1% | 1%
O=C(CCC(=O)c1ccc[nH]1)c1ccc(Cl)cc1 | 10%[57.1 µM] | -1 | -10 | -1.8 | -0.7 | 2 | -10% | 6%[57.1 µM] | 9%
COC(=O)CN1C(=O)[C@H]2[C@@H](C3CC3)N3C(=O)CN(CCO)C(=O)[C@@]3(Cc3ccccc3)[C@H]2C1=O | 31% | -3 | 23 | 0.7 | 0.0 | 2 | -29% | 10% | 11%
Cc1ccc(C)c(S(=O)(=O)N2CCN(C(=O)c3ccc(OCc4c(C)noc4C)cc3)CC2)c1 | 12% | -8 | -7 | -0.2 | -0.2 | 11 | -10% | -1% | 9%
O=C(NC(=S)Nc1ccc(N2CCCC2)cc1)c1ccc(F)cc1 | ? | -3 | -8 | 0.4 | 0.0 | 5 | -24% | 0%[57.1 µM] | 7%
CCOc1ccc(C(C)NC(=O)Nc2ccccc2C(=O)OC)cc1 (centres undefined) | 2%[57.1 µM] | -1 | -8 | -1.3 | -1.3 | 9 | -1% | 7% | 8%
O=C(CCC(=O)NC1CCCCCCC1)Nc1nnc(C(F)(F)F)s1 | 24%[57.1 µM] | 9 | -17 | 0.6 | 0.4 | 3 | 2% | 5%[57.1 µM] | 0%
COc1ccc(C2c3[nH]c4ccccc4c3CCN2C(=O)CCC2CCCC2)cc1 (centres undefined) | 37%[activator][57.1 µM] | -2 | · | 0.7 | 0.0 | 1 | -9% | 3%[57.1 µM] | -12%
